Compound activity (PubChem BioAssay)
p53 reactivator = qHTS assay for re-activators of p53 using a Luc reporter | H1299 p53-A138V BP100-luciferase reporter, luminescence, 24 h | Potency, µM (doses to about 92.2 µM), inactives show top-dose activity change, positive = activation, actives largely listed as activators | 0.063% of 320,000 active; further: potency means the concentration at half of the fitted maximal effect; % of control where 0% means no effect; nearly all actives have a fitted effect of over 45% in size
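p53-null H1299 cells stably carrying temperature-sensitive p53-A138V and a BP100-luciferase reporter were pinned with compounds (4-point, 1:5 series) and held 24 hrs at 37 deg C. Luminescence was read 10 min after detection reagent.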
Tb PFK block = qHTS Assay to Find Inhibitors of T. brucei phosphofructokinase; ATP-dependent 6-phosphofructokinase (Trypanosoma brucei brucei), O15648; T. brucei PFK, ADP-Glo luminescence; Potency, µM (titrated, usually from 57.5 µM), without a hit: at the highest dose activity, negative = inhibition, hits mostly inhibitors; 0.17% of 330,000 active; AID 485367, 2010;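 further: potency means the concentration at half of the fitted maximal effect; 0% = uninhibited 1x PFK enzyme wells and -100% = no-enzyme wells; nearly all actives have a fitted effect of over 60% in size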
Target sequence (O15648 whole entry, looked up): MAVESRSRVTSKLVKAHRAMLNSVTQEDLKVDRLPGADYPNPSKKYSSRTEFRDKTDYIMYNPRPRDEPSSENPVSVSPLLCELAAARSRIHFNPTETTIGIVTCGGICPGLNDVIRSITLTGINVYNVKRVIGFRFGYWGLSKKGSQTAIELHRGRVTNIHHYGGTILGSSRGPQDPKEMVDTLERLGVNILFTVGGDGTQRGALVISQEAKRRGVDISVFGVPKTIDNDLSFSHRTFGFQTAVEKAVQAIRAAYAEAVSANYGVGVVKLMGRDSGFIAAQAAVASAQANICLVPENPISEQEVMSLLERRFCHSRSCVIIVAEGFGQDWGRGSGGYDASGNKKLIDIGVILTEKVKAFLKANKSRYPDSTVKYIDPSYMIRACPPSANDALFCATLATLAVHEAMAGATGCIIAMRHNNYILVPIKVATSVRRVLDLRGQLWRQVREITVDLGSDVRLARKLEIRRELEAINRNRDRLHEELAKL
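PFK 1.25 nM, F6P 0.5 mM, ATP 0.1 mM, 0.1 M TEA pH 8.0, 5 mM MgCl2, 0.01% Tween20, 0.1% BSA; 45 min RT. ADP-Glo readout. qHTS titration up to 57 uM; curves fitted, compounds curve-classed.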
Gal4-VP16 FLuc = VP16 counterscreen qHTS for inhibitors of ROR gamma transcriptional activity. Drosophila S2 Gal4-VP16 UAS-luciferase, luminescence, 20 h. AID 2546, 2010. 3.5% of 310,000 active. Potency, µM (highest dose often 53.6 µM), for inactives: at the highest dose activity, negative = inhibition, hits mostly inhibitors;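 further: Gal4-VP16 expression switched on by copper sulfate through the metallothionein promoter; potency means the concentration at half of the fitted maximal effect; on the % scale 0 is the no-effect control and ±100 the full control effect; nearly all actives have a fitted effect of over 50% in size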
RORg inh = qHTS for inhibitors of ROR gamma transcriptional activity; Potency, µM (highest dose often 53.6 µM), inactives show at the top dose activity change, negative = inhibition, most hits filed as inhibitors; 5.4% of 310,000 active; Nuclear receptor ROR-gamma (Mus musculus), P51450; AID 2551, 2010; Drosophila S2 Gal4-RORgamma UAS-luciferase reporter, 20 h; further: potency means the concentration at half of the fitted maximal effect; on the % scale 0 is the no-effect control and ±100 the full control effect; nearly all actives have a fitted effect of over 60% in size
Target sequence (P51450 whole entry, looked up, the tested form may be a part): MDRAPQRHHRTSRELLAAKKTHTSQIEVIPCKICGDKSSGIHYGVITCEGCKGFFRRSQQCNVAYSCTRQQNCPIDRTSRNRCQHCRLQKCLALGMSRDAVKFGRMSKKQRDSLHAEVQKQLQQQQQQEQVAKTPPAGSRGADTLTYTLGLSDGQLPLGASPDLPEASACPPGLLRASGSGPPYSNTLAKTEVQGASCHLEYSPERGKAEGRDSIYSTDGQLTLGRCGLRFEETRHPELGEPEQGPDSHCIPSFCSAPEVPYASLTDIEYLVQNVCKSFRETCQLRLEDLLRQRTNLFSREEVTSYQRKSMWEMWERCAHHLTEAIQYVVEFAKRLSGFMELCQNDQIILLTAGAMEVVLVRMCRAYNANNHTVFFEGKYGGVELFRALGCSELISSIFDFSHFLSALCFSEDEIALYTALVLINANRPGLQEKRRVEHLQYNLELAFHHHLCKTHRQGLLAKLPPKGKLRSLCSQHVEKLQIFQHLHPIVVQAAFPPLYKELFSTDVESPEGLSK
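Stable Schneider cell line, Gal4 DNA-binding domain fused to ROR gamma, UAS-luciferase. Cmpd 1 hr RT → CuSO4 700 uM final → 20 hr RT → luciferase reagent 10 min → luminescence.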
ELG1 repair inh = qHTS screen for small molecules that inhibit ELG1-dependent DNA repair in human embryonic kidney (HEK293T) cells expressing luciferase-tagged ELG1. HEK293T ELG1-luciferase reporter, luminescence, 16 h; DNA damage induced by 5-fluorouridine. Potency, µM (top dose mostly 46.1 µM), for inactives: top-dose activity change, negative = inhibition, hits mostly inhibitors. 2.3% of 330,000 active; further: potency means the concentration at half of the fitted maximal effect; on the % scale 0 is the no-effect control and ±100 the full control effect; nearly all actives have a fitted effect of over 55% in size
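Quantitative HTS, concentration-response format. 2,000 cells/well co-treated with 5-fluorouridine and compound, 16 hr in 5% CO2 at 37 °C; ONE-Glo luminescence read after 30 min.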
Rab9 promoter act = qHTS Assay for Rab9 Promoter Activators; 2.8% of 320,000 active; Potency, µM (highest dose often 9.22 µM), without a hit: at the highest dose activation, negative = inhibition, hits mostly activators; Huh7 Rab9 promoter-luciferase reporter, luminescence, 24 h; AID 485297, 2010; further: potency means the concentration at half of the fitted maximal effect; % of control where 0% means no effect; nearly all actives have a fitted effect of over 60% in size
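Steps: seed 1500 Huh7 Rab9-luc cells per well, rest 2 h at 37 °C; add compound in DMSO; incubate 24 h; add luciferase reagent, 10 min ambient; read luminescence.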
TRPV1 agonist = HTS Assay for Compounds that Act as Agonists of the Vanilloid Receptor 1; TRPV1-expressing cells, Fluo-8 calcium influx, agonist mode; activation, % at 8.33 µM; 0.19% of 320,000 active; AID 540275, 2011; in the data active means activation above about 80%; inconclusive means between about 30% and that limit; further: 0% is about no effect
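Fluo-8 calcium influx in TRPV1-expressing cells, kinetic read (ex 480/em 520 nm). Compound added and read 3 min for agonist activity, followed by capsaicin at EC20 final and 2 min further read for enhancement.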
FLuc counter = qHTS profiling assay for firefly luciferase inhibitor/activator using purifed enzyme and Km concentrations of substrates (counterscreen for miR-21 project). Luciferin 4-monooxygenase (Photinus pyralis), P08659. purified FLuc, Km substrates, luminescence inhibition. Potency, µM (titrated, usually from 57.5 µM), for inactives: at the top dose activity change, negative = inhibition, most hits filed as inhibitors. 6.9% of 360,000 active. AID 588342, 2011;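 further: potency means the concentration at half of the fitted maximal effect; plate controls were vehicle for no effect and reference inhibitor for full effect; nearly all actives have a fitted effect of over 55% in size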
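Purified P. pyralis luciferase, 10 nM final, with Km-level 10 uM D-luciferin and 10 uM ATP in 50 mM Tris acetate pH 7.5, 10 mM Mg acetate, 0.01% Tween-20, 0.05% BSA; 6-point qHTS titration about 60 µM downward; luminescence read.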
NPC1 promoter act = qHTS Assay for NPC1 Promoter Activators | Potency, µM (highest dose often 9.22 µM), for the others: at the highest dose activation, usual class: activators | Huh7 NPC1 promoter luciferase reporter, 24 h | 2.4% of 320,000 active;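 further: potency means the concentration at half of the fitted maximal effect; % of control where 0% means no effect; nearly all actives have a fitted effect of over 60% in size; reporter is driven by a mutant NPC1 promoter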
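Readout is luciferase luminescence, reflecting NPC1 promoter activation in stably transfected Huh7 cells after 24 h compound exposure at 37 °C in reduced-serum medium with 10% FBS.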
BRCA1 expr up = qHTS Assay to Identify Small Molecule Activators of BRCA1 Expression | MCF7-BRCA1-FFLuc reporter, luminescence, 48 h; response scale: scaled: vehicle 0%, 10 µM genistein 100% | Potency, µM (titrated, usually from 46.1 µM), without a hit: at the highest dose activation, most hits filed as activators | 1.1% of 380,000 active; further: potency means the concentration at half of the fitted maximal effect; nearly all actives have a fitted effect of over 80% in size; some results filed as inactive show a strong effect at the top dose
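Luminescence from a BRCA1-driven firefly luciferase in MCF7 cells was read after 48 h compound exposure at 37 C. Data normalized against DMSO and a 10microM genistein activation control, then curve-fitted across the titration.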
ELG1 genotoxic = qHTS screen for small molecules that induce genotoxicity in human embryonic kidney (HEK293T) cells expressing luciferase-tagged ELG1; HEK293T ELG1-luciferase reporter, luminescence, 16 h; Potency, µM (series often up to 46 µM), without a hit: at the top dose activity change, positive = activation, hits mostly activators; 1.3% of 330,000 active; further: potency means the concentration at half of the fitted maximal effect; % of control where 0% means no effect; nearly all actives have a fitted effect of over 60% in size
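ELG1-luciferase HEK293T cells, 2,000/well; compound pinned in; 16 hr, 37 °C, 5% CO2; ONE-Glo, 30 min RT; luminescence on CCD imager.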
The depositor's hits bear a star; ? = inconclusive; / = no result given; & = joins results of further samples; [ ] = another dose, or the depositor's remark. Unless noted, the call rests on the fitted dose curve; in most records, active means well fitted curve in the direction sought with a large enough effect; inconclusive means small, poorly fitted or top-dose-only effect, or another doubt; inactive means no such curve, though single readings can be large; an effect the other way counts as inactive or inconclusive.

SMILES	p53 reactivator	Tb PFK block	Gal4-VP16 FLuc	RORg inh	ELG1 repair inh	Rab9 promoter act	TRPV1 agonist	FLuc counter	NPC1 promoter act	BRCA1 expr up	ELG1 genotoxic
COC(=O)c1ccc(/C=N/N2CCN(Cc3ccccc3)CC2)cc1	-2%	-9%	0%	?	-17%	-9%	14	0%	-1%	-8%	?
Cc1ccc(C2C(C#N)=C(N)Oc3n[nH]c(-c4cccs4)c32)s1 (configuration not stated)	8%	1%	-22%	10µM*	?	-1%	-5	-2%	-2%	2%	12%
CCn1c(CCc2ccccc2)n[nH]c1=S	1%	1%	?	8.9µM*	8%	-17%	4	0%	-2%	-14%	-1%
Cn1c(=O)oc2cc(S(=O)(=O)NCc3ccccn3)ccc21	3%	1%	10%	-27%	0%	6%	-1	0%	-2%	-13%	5%
Nc1nc(-c2ccco2)c(-c2ccco2)s1	-2%	?	-13%	-15%	-5%	-1%	-3	1%	0%	-12%	4%
COc1ccc(Br)cc1/C=N/N1CCN(Cc2ccccc2)CC1	13%	1%	3%	8%	15%	-3%	7	-3%	1%	-21%	-4%
COc1ccc(N2CC(C(=O)OCC(=O)NCc3ccccc3)CC2=O)cc1 (configuration not stated)	-5%	-1%	-1%	2%	9%	4%	0	5%	0%	4%	1%
Cn1c(CNc2ccc(Cl)cc2)nc2ccccc21	?	-10%	?	?	?	?	-9	6.7µM*	4.5µM*	52%	4.6µM*
O=C(CCCn1cc([N+](=O)[O-])cn1)NCc1ccccc1	9%	-1%	1%	-22%	6%	-5%	-1	0%	-4%	-7%	4%
Cc1cccc(Oc2coc3cc(OC(=O)c4cccs4)ccc3c2=O)c1	13%	-6%	-11%	17%	?	18%	?	?	23%	?	?
Cc1nn(C)c(C)c1/C=C/C(=O)O	-1%	-3%	4%	-36%	-1%	11%	-1	0%	-5%	0%	4%
COc1ccc([N+](=O)[O-])cc1NS(=O)(=O)c1cc(C(=O)N2CCN(C)CC2)ccc1OC	-6%	4%	/	/	15%	0%	0	1%	-4%	3%	2%
O=C(NC1(C(F)(F)F)NC(=O)N(c2ccccc2F)C1=O)c1ccncc1 (configuration not stated)	-7%	0%	5%	3%	1%	3%	-1	-2%	-2%	-12%	-1%
CCCCN1Cc2cc(C(=O)c3cc(F)ccc3O)cnc2NC1=O	4%	-3%	5%	19%[10 µM]	?	?	1	8%	1%	-42%	-10%
COc1cc(/C=N/NC(=O)c2ccc3c(c2)OCCO3)c(Br)c(Br)c1O	?	10%	-2%	13%	?	-1%	16	9.5µM*	1%	17%	9%
CCOC(=O)C1CCN(C(=S)NC2CC3C=CC2C3)CC1 (configuration not stated)	-4%	-10%	6%	-8%	0%	-2%	28	0%	1%	-7%	2%
CCc1cccc(NC(=O)CN(C)S(=O)(=O)c2cccc3cccnc23)c1	0%	-4%	5%	0%	?	1%	-4	-5%&-21%	-1%	-22%	-7%
Cc1ccccc1N1CCN(C(=O)c2cc(C3CC3)nn2-c2ccccc2)CC1	-3%	2%	/	/	?	-4%	16	1%	0%	-33%	-1%
CCOc1ccc(-c2nc(CN3CCCCC3CCn3cccn3)c(C)o2)cc1 (configuration not stated)	2%	2%	-18%	-34%	20%	4%	8	-17%	0%	0%	3%
COC(=O)C1Cc2c([nH]c3ccccc23)C(C(C)C)N1 (configuration not stated)	-7%	0%	3%	42%	?	-12%	2	-2%	-1%	-25%	3%
Cc1ccc(OCCNC(=O)c2cncc(Br)c2)cc1C	-3%	-9%	-2%	19%	7%	1%	?	-2%	-2%	-44%	7%
S=C(Nc1ccccc1)N1CCc2ccccc21	13%	-3%	16µM*	11µM*	17%	14%	-2	?	12%	-25%	1%
COc1ccc(CCCc2nnc(SCc3nc4ccccc4c(=O)[nH]3)n2C)cc1	-4%	12%	-8%	14%	-6%	0%	6	3%	-5%	0%	-1%
O=C(COc1coc(CN2CCc3ccccc3C2)cc1=O)N1CCOCC1	-1%	-2%	/	/	15%	1%	-4	-1%	-3%	4%	4%
O=C(O)CN=C(NS(=O)(=O)c1ccccc1)c1ccccc1	-8%	3%	5%	4%	10%	-3%	-9	2%	7%	-6%	-2%

Individual results from the results shown.
Cc1nn(C)c(C)c1/C=C/C(=O)O @ Tb PFK block = -3%
O=C(NC1(C(F)(F)F)NC(=O)N(c2ccccc2F)C1=O)c1ccncc1 (configuration not stated) @ ELG1 repair inh = 1%
CCOc1ccc(-c2nc(CN3CCCCC3CCn3cccn3)c(C)o2)cc1 (configuration not stated) @ ELG1 repair inh = 20%

Remaining list, next part
SMILES	p53 reactivator	Tb PFK block	Gal4-VP16 FLuc	RORg inh	ELG1 repair inh	Rab9 promoter act	TRPV1 agonist	FLuc counter	NPC1 promoter act	BRCA1 expr up	ELG1 genotoxic
COc1ccccc1CNC(=O)C1CCN(S(=O)(=O)c2cccc3cccnc23)CC1	-1%	4%	-1%	7%	-12%	-1%	/	?	1%	-10%	-5%
Brc1cccc(-c2cnco2)c1	3%	-2%	-1%	7%	11%	-4%	-4	-1%	-6%	0%	3%
CCn1c(C(C)NC(C)=O)nc2ccccc21 (configuration not stated)	7%	1%	13%	-17%	3%	4%	-2	1%	0%	4%	1%
Cc1ccnc(NC(=O)C2CCC(CNc3c(N4CCCC4)c(=O)c3=O)CC2)c1 (configuration not stated)	-8%	-2%	-12%	5%	?	2%	-4	1%	0%	0%	-33%[inhibitor]
O=C(Cc1ccccc1Cl)Nc1ccc(S(=O)(=O)Nc2nccs2)cc1	-15%	-22%	?	-4%	-4%	2%	1	7%	2%	15%	2%
Nc1nnc(CCOc2ccc(Cl)cc2)s1	-9%	-4%	-8%	-11%	-3%	-1%	0	1%	-2%	19%	-1%
O=C(Nc1cccc(Cl)c1)C1CCN(C(=O)c2cccs2)CC1	0%	-4%	0%	15%	17%	-3%	19	-1%	-1%	-12%	-5%
O=C(CC1C(=O)NCCN1CC1CCCCC1)NCc1ccc(F)cc1 (configuration not stated)	-4%	0%	2%	-14%	7%	2%	4	3%	1%	0%	-1%
CSc1nc(-c2ccc(Cl)cc2Cl)[nH]c(=O)c1C#N	-5%	1%	-3%	3%	4%	0%	0	-20%	-6%	4%	-4%
CCN1CCN(Cc2c(O)ccc3c2O/C(=C\c2ccc(C)cc2)C3=O)CC1	1%	1%	?	-14%	-27%	-2%	15	?	-12%	-2%	-2%
O=C(O)CCCC(=O)Nc1ccc(N=Nc2ccccc2)cc1	11%	-3%	-10%	2%	-4%	13%	-2	?	0%	-1%	5%
Cc1ccc(OCCC(=O)OCC(=O)Nc2ccc3c(c2)OCCO3)cc1	1%	-1%	/	/	22%	2%	3	?	-1%	5%	-1%
O=C(N/N=C/c1ccc2nccnc2c1)c1ccncc1	5%	-2%	-3%	26%	-1%	0%	3	?	-8%	11%	-1%

Shown field by field: entries from further up
O=C(O)CCCC(=O)Nc1ccc(N=Nc2ccccc2)cc1
  p53 reactivator: 11%
  Tb PFK block: -3%
  Gal4-VP16 FLuc: -10%
  RORg inh: 2%
  ELG1 repair inh: -4%
  Rab9 promoter act: 13%
  TRPV1 agonist: -2
  FLuc counter: ?
  NPC1 promoter act: 0%
  BRCA1 expr up: -1%
  ELG1 genotoxic: 5%

Cc1ccc(OCCC(=O)OCC(=O)Nc2ccc3c(c2)OCCO3)cc1
  p53 reactivator: 1%
  Tb PFK block: -1%
  Gal4-VP16 FLuc: /
  RORg inh: /
  ELG1 repair inh: 22%
  Rab9 promoter act: 2%
  TRPV1 agonist: 3
  FLuc counter: ?
  NPC1 promoter act: -1%
  BRCA1 expr up: 5%
  ELG1 genotoxic: -1%

O=C(N/N=C/c1ccc2nccnc2c1)c1ccncc1
  p53 reactivator: 5%
  Tb PFK block: -2%
  Gal4-VP16 FLuc: -3%
  RORg inh: 26%
  ELG1 repair inh: -1%
  Rab9 promoter act: 0%
  TRPV1 agonist: 3
  FLuc counter: ?
  NPC1 promoter act: -8%
  BRCA1 expr up: 11%
  ELG1 genotoxic: -1%
